PrPC surface inh: cell surface PrPC inhibition, primary TR-FRET screen; TR-FRET read-out; inhibition, % at 13.8 µM; 0.43% of 370,000 active; AID 720596; in the data active means inhibition above about 24%; further: 0% = median of the test wells and 100% = reference compound wells
BoNT-F LC inh: blocks Botulinum neurotoxin F light chain protease; 0.22% of 360,000 active; AID 588497; inhibition, % at 10 µM; Multiplex microsphere protease cleavage assay, flow cytometry; in the data active means inhibition above about 35%, passing the limit was not always enough; inconclusive means no clear call, values can overlap the other calls; further: plate controls were buffer without enzyme for full effect and enzyme alone for no effect
MazEF act: increases E. coli MazEF RNase cleavage of RNA. activation, % at 20 µM. 0.32% of 350,000 active. FAM/BHQ RNA-DNA oligo cleavage fluorescence, 5 h; in the data active means activation above about 50%
Target sequence (P0AE70 whole entry, looked up): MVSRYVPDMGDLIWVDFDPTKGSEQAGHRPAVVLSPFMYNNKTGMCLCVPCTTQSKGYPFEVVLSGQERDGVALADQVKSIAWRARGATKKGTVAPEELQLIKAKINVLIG
CCHF vOTU inh: CCHFV vOTU protease inhibition; Pep-AMC fluorescence; inhibition, % at 11.5 µM; 0.55% of 370,000 active; in the data active means inhibition above about 30%; further: 0% = vehicle wells with enzyme and 100% = no enzyme wells
SSB-PriA inh: blocks PriA binding to SSB C-terminal tail. AlphaScreen SSBct-PriA binding, biotinylated peptide. inhibition, % at 33 µM. 0.6% of 430,000 active. AID 1272365; in the data active means inhibition mostly above about 37%, no sharp cut-off; inactive means mostly below about 20%;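 further: plate controls were negative control peptide for no effect and reference peptide for full effect; strong numbers were not always called active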
BoNT-A LC inh2: BoNT A light chain protease inhibition. AID 588499. multiplex microsphere protease substrate cleavage, flow cytometry. inhibition, % at 10 µM. 0.17% of 360,000 active; further: plate controls were buffer without enzyme for full effect and enzyme alone for no effect
VHR inh abs: blocks human VHR1 dual specificity phosphatase; P51452; recombinant VHR phosphatase, pNPP absorbance; inhibition, % at 13.3 µM; 0.52% of 290,000 active; AID 1654; in the data active means inhibition above about 50%; further: some compounds called inactive have numbers as strong as hits
Target sequence (P51452 whole entry, looked up): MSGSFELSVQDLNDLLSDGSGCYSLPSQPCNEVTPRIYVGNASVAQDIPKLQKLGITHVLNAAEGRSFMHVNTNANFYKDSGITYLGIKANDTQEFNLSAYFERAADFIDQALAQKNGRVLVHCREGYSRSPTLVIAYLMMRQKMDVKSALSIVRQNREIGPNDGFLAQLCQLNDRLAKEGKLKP
Anthrax LF inh2: blocks Bacillus anthracis lethal factor protease; multiplex microsphere protease cleavage assay, LF; P15917; inhibition, % at 10 µM; 0.12% of 360,000 active; AID 588501; further: plate controls were buffer without enzyme for full effect and enzyme alone for no effect
Target sequence (P15917 whole entry, looked up): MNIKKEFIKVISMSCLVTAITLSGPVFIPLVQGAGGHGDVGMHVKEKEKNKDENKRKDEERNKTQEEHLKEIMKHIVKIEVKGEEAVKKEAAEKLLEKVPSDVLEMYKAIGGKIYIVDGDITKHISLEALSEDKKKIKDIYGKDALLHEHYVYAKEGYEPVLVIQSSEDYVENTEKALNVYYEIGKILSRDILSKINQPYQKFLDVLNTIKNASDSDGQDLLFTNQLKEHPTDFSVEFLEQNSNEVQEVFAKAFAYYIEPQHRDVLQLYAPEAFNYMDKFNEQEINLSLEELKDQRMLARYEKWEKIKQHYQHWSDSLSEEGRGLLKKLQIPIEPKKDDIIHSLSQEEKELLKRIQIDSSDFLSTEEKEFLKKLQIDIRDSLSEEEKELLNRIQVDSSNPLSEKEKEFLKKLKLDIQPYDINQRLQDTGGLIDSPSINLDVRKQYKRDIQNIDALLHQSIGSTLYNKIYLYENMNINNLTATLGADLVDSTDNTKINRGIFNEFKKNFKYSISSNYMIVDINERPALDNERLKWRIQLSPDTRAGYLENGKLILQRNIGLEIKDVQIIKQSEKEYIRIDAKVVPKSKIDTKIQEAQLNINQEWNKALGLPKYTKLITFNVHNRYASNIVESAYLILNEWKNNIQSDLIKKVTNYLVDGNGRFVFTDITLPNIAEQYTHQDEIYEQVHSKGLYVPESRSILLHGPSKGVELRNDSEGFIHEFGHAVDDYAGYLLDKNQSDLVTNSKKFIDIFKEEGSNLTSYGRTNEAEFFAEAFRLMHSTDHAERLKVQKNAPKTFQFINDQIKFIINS
3CLpro inhibitor: SARS-CoV 3CLpro protease inhibition; recombinant SARS-CoV 3CLpro, quenched FRET peptide cleavage; 0.14% of 290,000 active; P0C6X7; inhibition, % at 6 µM; in the data active means inhibition above about 12%
Rv3671c inh: Rv3671c (M. tuberculosis) protease inhibition | P9WHR9 | inhibition, % at 5.96 µM | 0.048% of 320,000 active; in the data active means inhibition above about 38%;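 further: extracellular domain of Rv3671c used as enzyme; 0% = enzyme with DMSO and 100% = no enzyme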
The depositor's hits bear a star; i = inactive; u = inconclusive; x = no result given. Unless noted, no stated cut-off is given here; in the data, active means inhibition above about 30%; inconclusive means no clear call, values can overlap the other calls; inactive means below that.

no.	SMILES	PrPC surface inh	BoNT-F LC inh	MazEF act	CCHF vOTU inh	SSB-PriA inh	BoNT-A LC inh2	VHR inh abs	Anthrax LF inh2	3CLpro inhibitor	Rv3671c inh
1	O=C(CCn1nc(-c2ccc(Cl)cc2)ccc1=O)NCCCN1CCCCCC1	-17	-12	2	-7	12	0.5	14	-5	5	-8
2	C/C(=N/NC(=O)C1COc2ccccc2O1)c1ccc(Br)s1 (centres undefined)	11	-10	4	6	x	-2.5	29	1	1	0
3	CC(c1ccccc1)N(C)CC(=O)NC(=O)NCCC1=CCCCC1 (centres undefined)	5	-5	6	16	-18	0.8	x	-2	x	-7
4	C/C(=N\NC(=S)NC(C)C)c1ccc(C(C)(C)C)cc1	3	-10	11	1	x	-0.5	22	7	-5	11
5	CCOc1ccc(N2CC(C(=O)NCCC3=CCCCC3)CC2=O)cc1 (centres undefined)	4	2	0	4	-5	-0.9	-4	-1	1	-4
6	COc1ccc(CCN(C)C(=O)c2ccc(S(=O)(=O)Nc3ccccc3F)cc2)cc1OC	-3	-6	0	13	-12	-0.3	18	-2	-2	1
7	COc1cc(/C=N/N=C2\CC3CCC2(C)C3(C)C)ccc1O (centres undefined)	-1	x	2	21	x	x	-17	x	-2	-8
8	O=C(NN1C(=O)c2ccccc2NC1c1ccco1)c1ccccc1 (centres undefined)	-5	-1	3	-8	-6	0.7	12	-3	3	8
9	COC(=O)C1=C(C)NC(C)=C(C(=O)OCC2CCCO2)C1c1cccc(Br)c1 (centres undefined)	2	-16	5	-7	-32	-0.6	42	-2	1	5
10	O=C(Cn1c(=O)n(Cc2ccco2)c(=O)c2ccccc21)Nc1cccc(Cl)c1	5	-7	11	2	-6	0.3	-2	-9	0	-23
11	O=C(NCc1ccc(F)cc1F)[C@@H]1CCCN1C(=O)[C@@H]1CCCN1C(=O)c1cccs1	2	8	x	-11	x	0.5	x	3	x	x
12	C=CCNC(=O)c1onc(CSc2ccc(F)cc2)c1C(=O)NCCOC	5	3	0	-2	-12	-0.5	45	1	4	1
13	CN(C)S(=O)(=O)c1ccc(C(=O)OCC(=O)NCc2ccccc2)cc1	-3	-3	6	-6	-3	-0.2	-4	-1	5	11
14	CCN(CC(=O)Nc1c(F)cccc1F)C(=O)c1ccc(S(=O)(=O)N2CCC(C)CC2)cc1	9	-8	-1	13	-11	-0.4	x	-8	x	-3
15	CCN(CC)c1ccc(NC(=O)C2CCC(CNc3c(N4CCCC4)c(=O)c3=O)CC2)c(C)c1 (centres undefined)	1	-6	3	-10	9	0.2	-4	-10	-2	-1
16	CCc1ccc(/C=C2/SC(=S)N(CCC(=O)Nc3cccnc3)C2=O)cc1	-2	-2	-82	0	-3	13	8	6	-1	1
17	COc1ccc([C@@H]2CC=C(C(=O)O)[C@H](c3ccc(C(C)(C)C)cc3)N2S(=O)(=O)c2ccc(C)cc2)cc1OC	9	-3	6	14	-6	-0.9	x	-4	x	5
18	Cc1cccc(NC(=O)CNC(=O)CCc2nc3sc4c(c3c(=O)[nH]2)CCCC4)c1C	7	x	-24	14	-5	x	x	x	x	-4
19	CN(C)c1ccc(S(=O)(=O)N2CCCCC2)cc1NC(=O)C1=COCCO1	0	-12	11	-7	3	-1.6	2	-6	1	7
20	CC(C)c1c(O)c2c(n(-c3ccccc3)c1=O)CCCC2	-4	-2	-1	-2	14	0.8	-4	0	1	-1
21	Cc1cc(C)cc(OCC(=O)Nc2ccc3c(c2)OCO3)c1	12	-8	-8	-2	8	-0.4	7	-2	-2	1
22	Cc1ccc(C(=O)N/C(=C/c2ccco2)C(=O)NCCc2c[nH]c3ccccc23)cc1C	1	-6	5	0	8	-0.1	17	-6	2	-11
23	COc1ccc(-c2cc(=O)oc3cc(OCC(=O)NCc4ccccn4)ccc23)cc1	-7	-6	12	-9	-1	-0.8	17	-2	-2	5
24	CCN1C(=O)[C@@H]2[C@@H](c3ccc(-c4ccc(C(C)=O)cc4)c(OC)c3)N3CCC[C@@]3(C(=O)OC)[C@@H]2C1=O	-6	-4	1	2	-16	0.8	x	-1	x	1
25	O=C(O)c1cc(S(=O)(=O)Nc2ccc3cn[nH]c3c2)ccc1O	-1	-9	-10	18	3	0.7	x	-5	x	-10
26	O=[N+]([O-])c1ccccc1/C=N/Nc1nc(N2CCCC2)nc(N2CCCC2)n1	1	3	4	7	x	-0.1	16	-8	2	-4
27	COc1ccccc1CNC(=O)Cn1nc(C)c([N+](=O)[O-])c1C	3	u	10	-21	5	-0.5	x	8	x	10
28	COC(=O)c1c(NC(=O)CCC(=O)O)sc(Cc2ccccc2)c1C	-1	-3	-4	7	-7	-0.3	9	-9	5	2
29	O=C(OCCc1cc2ccccc2c(=O)o1)c1ccc(F)cc1	1	4	-2	5	-38	0.0	x	-3	x	-6
30	NS(=O)(=O)c1ccc(CNC(=O)C(c2ccccc2)c2ccccc2)cc1	1	7	-2	6	-12	-4.6	-10	-10	-1	-3

The results go on:
no.	SMILES	PrPC surface inh	BoNT-F LC inh	MazEF act	CCHF vOTU inh	SSB-PriA inh	BoNT-A LC inh2	VHR inh abs	Anthrax LF inh2	3CLpro inhibitor	Rv3671c inh
31	O=C(NC(=S)Nc1ccccc1[N+](=O)[O-])c1cncc(Br)c1	3	11	4	11	9	-4.7	-8	-19	1	-4
32	CCOc1ccc(NC(=O)COC(=O)CC2CCCCC2)cc1	-4	1	-4	-2	-4	0.9	x	-8	x	5
33	O=C(CSc1nnc(-c2ccc(S(=O)(=O)N3CCOCC3)cc2)o1)c1ccccc1F	-3	-4	-53	2	2	-1.3	26	-4	-3	-4
34	COC(=O)c1ccc(Cl)c(NC(=O)CN(c2ccc(OC)cc2)S(=O)(=O)c2ccccc2)c1	5	-3	3	15	-10	0.4	x	-2	3	-6
35	COc1cc2[nH]c(=S)n(CC3CCCO3)c(=O)c2cc1OC (centres undefined)	0	-5	-7	5	0	-0.2	4	-4	-1	1
36	CC(=O)c1cccc(NC(=S)N2CCC(Cc3ccccc3)CC2)c1	14	2	2	0	-1	0.0	17	-5	5	-4
37	Cc1ccccc1N(C)C(=O)c1coc(=O)c2ccccc12	-3	-6	-7	2	-5	0.3	49	-3	4	1
38	Cc1cccc(Nc2nc(-c3ccc(O)cc3O)cs2)n1	8	12	27	-4	15	-2.1	9	-8	-3	2
39	CN1CCN(C(=O)C2CCCN(S(=O)(=O)c3ccc(F)cc3)C2)CC1 (centres undefined)	5	4	1	9	-14	-0.9	-5	-5	1	10
40	COc1cccc(CC(=O)Nc2nc(-c3cc(OC)ccc3OC)cs2)c1	1	-2	1	6	10	0.0	-18	4	4	-2
41	CCc1noc(C)c1C(=O)NCCN1C(=O)S/C(=C\c2ccccc2F)C1=O	4	-3	-3	-1	x	-0.3	x	-2	x	x
42	COc1ccc(NC(=O)C[C@H]2C(=O)N(C3CCCCC3)C[C@@H]2C)cc1	8	-2	5	-5	x	-0.2	x	-6	x	x
43	O=C(CCN1CCN(Cc2ccccc2)CC1)NNC(=O)c1ccc(Cl)c(Cl)c1	-8	-7	-4	3	x	-0.7	x	-6	x	x
44	O=C(CSc1cccc2cccnc12)N/N=C/c1ccncc1	-9	2	-20	-8	x	-1.2	4	-8	-1	-2
45	COc1ccc(CN2CC(=O)N(c3cc(Cl)ccc3OC)C2=S)cc1OC	-2	0	1	-10	5	-0.4	13	-2	-1	-10
46	CCCCCCCCNc1nc(Cl)nc(NCc2ccco2)n1	13	-1	0	-20	1	0.5	-5	0	-5	-15
47	O=C(Nc1ccc(S(=O)(=O)N2CCOCC2)cc1)C1CC1	3	-2	7	-6	7	-2.5	22	-3	-2	14
48	Cc1nn(Cc2ccccc2Cl)c(C)c1N	2	-2	-1	8	11	0.2	40	-2	2	11
49	C[C@H](CO)N1C[C@H](C)[C@@H](CN(C)Cc2ccc(C(=O)O)cc2)OCc2cnnn2CCCC1=O	-1	2	4	-7	x	-0.3	x	-4	x	x
50	O=C(NCc1ccccc1)c1ccc(NS(=O)(=O)c2cccs2)cc1	-1	3	9	14	6	1.6	x	2	x	-14
51	O=C1CN(C(=O)COC(=O)c2cccc(Br)c2)c2ccccc2N1	9	x	5	8	-6	x	x	x	x	3
52	Cc1nn(-c2ccccc2)c(C)c1/C=N/NC(=O)c1cc(C(C)(C)C)[nH]n1	-1	-2	4	16	x	0.4	10	1	1	6
53	Cc1ccc(-n2ncc3c(=O)[nH]c(SCC(=O)N4CCCC4)nc32)cc1C	7	3	-4	-5	-3	-0.8	0	-6	-3	5
54	O=C(CN1CCN(S(=O)(=O)c2ccc3ccccc3c2)CC1)NC(=O)NC1CCCCC1	-6	-7	-3	9	5	0.4	12	0	9	1
55	COc1ccccc1N1CCN(C(=O)c2ccc3[nH]c4c(c3c2)CC(C)CC4)CC1 (centres undefined)	-3	4	0	11	26	-1.0	12	-5	4	4
56	COc1ccc(Cl)cc1C(=O)NNC(=O)CSc1nncn1C	1	0	6	-7	5	-0.8	x	-3	x	4
57	CN1CCN(c2ccc(C(=O)c3cn(-c4ccc(F)c(Cl)c4)nn3)cc2)CC1	2	-4	3	-8	1	0.4	17	7	2	3
58	CC1CCCN(S(=O)(=O)c2ccc3c(c2)n(C)c(=O)c(=O)n3C)C1 (centres undefined)	-2	-6	1	5	-11	-2.3	12	-4	0	-2
59	COc1cccc(-c2cc(C(=O)O)[nH]n2)c1	6	-3	7	-9	-2	-1.1	25	0	-3	6
60	O=C(NCC1CCCO1)c1cc2ccccc2o1 (centres undefined)	-1	-12	2	15	-6	-4.1	11	-3	-2	-3

One compound at a time, from the list above. Order of screens: PrPC surface inh	BoNT-F LC inh	MazEF act	CCHF vOTU inh	SSB-PriA inh	BoNT-A LC inh2	VHR inh abs	Anthrax LF inh2	3CLpro inhibitor	Rv3671c inh
Cc1ccccc1N(C)C(=O)c1coc(=O)c2ccccc12 in the list: -3	-6	-7	2	-5	0.3	49	-3	4	1
O=C(NC(=S)Nc1ccccc1[N+](=O)[O-])c1cncc(Br)c1 in the list: 3	11	4	11	9	-4.7	-8	-19	1	-4

(listing goes on)
no.	SMILES	PrPC surface inh	BoNT-F LC inh	MazEF act	CCHF vOTU inh	SSB-PriA inh	BoNT-A LC inh2	VHR inh abs	Anthrax LF inh2	3CLpro inhibitor	Rv3671c inh
61	COc1ccc(NS(=O)(=O)c2ccc(C)c(C(=O)NCC(c3cccs3)N3CCOCC3)c2)cc1 (centres undefined)	-1	1	0	5	2	1.0	x	-2	x	14
62	CC(C)(C)OC(=O)N1CCC[C@H]1C(=O)N/N=C/c1ccc2nccnc2c1	-18	6	5	18	i	-0.1	-12	1	7	2
63	CCOC(=O)c1cccc(NC2c3ccccc3C(=O)N2Cc2ccco2)c1 (centres undefined)	13	-14	7	2	8	0.3	11	-11	0	-2
64	CCOC(=O)C1=C(C)c2ccccc2OC1C(=O)OCC (centres undefined)	-10	-3	4	16	-34	-0.1	x	0	x	x
65	CC(C)Oc1ccccc1OC1(C)CCN(Cc2ccc(OC(F)(F)F)cc2)C1 (centres undefined)	-5	-5	x	7	x	-0.6	x	-12	x	x
66	S=C(c1ccc(N2CCOCC2)cc1)N1CCCCC1	-1	5	6	10	-6	1.5	9	-3	0	1
67	CCCC1CCC(C(=O)Nn2c(C)nc3ccccc3c2=O)CC1 (centres undefined)	-9	3	-9	10	-8	-0.1	-5	-2	8	-7
68	Cc1ccc(C2=NN(CCC(=O)NCc3ccc4c(c3)OCO4)C(=O)CC2)cc1	-3	-2	-1	-12	-7	0.2	-2	-1	-1	2
69	COc1cc(/C=N/NC(=O)c2cc(-c3ccccc3C)nc3ccccc23)cc(OC)c1O	6	x	1	4	x	x	x	x	x	8
70	CCOC(=O)Cn1c(-c2cccnc2)nc(-c2ccccc2)c1-c1ccccc1	3	-16	11	4	8	-0.8	2	-6	-2	x
71	COC(=O)Cc1csc(Nc2ccc(Cl)cc2)n1	-1	-5	-9	-3	-9	-0.2	-5	-2	5	-1
72	CCc1cccc(OCC(O)Cn2c(N3CCCCC3)nc3c2c(=O)[nH]c(=O)n3C)c1 (centres undefined)	-1	0	6	8	2	-1.5	8	2	0	4
73	COC(=O)c1ccc(C)c(NC(=O)CSc2sc3c(O)cc(=O)[nH]c3c2C#N)c1	4	-1	0	11	-24	0.5	-7	0	-4	-10
74	COc1ccc2oc(=O)c(C(=O)NCCc3ccc(OC)c(OC)c3)cc2c1	-2	18	12	-9	-5	-1.6	28	5	-6	1

An excerpt. The share of hits here may be higher or lower than overall.
